Mito fusion act – qHTS Assay for Small Molecule Inhibitors of Mitochondrial Division or Activators of Mitochondrial Fusion. S. cerevisiae fusion-defective mutant growth rescue, CellTiterGlo 48 h. Potency, µM (series often up to 46.1 µM), for inactives: top-dose growth rescue (activation), hits mostly activators. 320,000 compounds, 0.23% hits;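 note: potency is the fitted concentration of half-maximal effect; % of control where 0% means no effect; nearly all actives have a fitted effect of over 45% in size; temperature-sensitive fusion mutants such as fzo1-1 at 37 °C on non-fermentable ethanol glycerol medium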
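S. cerevisiae fusion-defective temperature-sensitive mutants (e.g. fzo1-1, mgm1-5) grown 48 h at 37C in YPEG (ethanol/glycerol non-fermentable) medium with 23 nl compound per well; growth rescue read as CellTiterGlo luminescence.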
USP2a block – qHTS Assay for Inhibitors of Ubiquitin-specific Protease USP2a Using CHOP2 as the Reporter; Ubiquitin carboxyl-terminal hydrolase 2 (Homo sapiens), O75604; USP2 core, Ub-CHOP2 coupled fluorogenic reporter, 485/531; Potency, µM (series often up to 38.3 µM), without a hit: at the highest dose activity change, negative = inhibition, most hits filed as inhibitors; 330,000 compounds, 0.01% hits; AID 463254, 2010;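 note: potency is the fitted concentration of half-maximal effect; plate controls were DMSO wells for no effect and full inhibition by NEM control for full effect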
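USP2 core (10nM final) preincubated 30min RT with compound in 20mM Tris-HCl pH 8.0, 2mM CaCl2, 2mM beta-mercaptoethanol, 0.05% CHAPS; 25nM Ub-CHOP2 plus 25nM reporter substrate added, fluorescence (Ex485/Em531) read after 60min.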
ELG1 DNA repair – qHTS screen for small molecules that inhibit ELG1-dependent DNA repair in human embryonic kidney (HEK293T) cells expressing luciferase-tagged ELG1 | HEK293T ELG1-luciferase reporter, luminescence, 16 h; DNA damage induced by 5-fluorouridine | Potency, µM (series often up to 46.1 µM), without a hit: top-dose activity change, negative = inhibition, actives largely listed as inhibitors | 330,000 compounds, 2.3% hits | AID 504467, 2011; note: potency is the fitted concentration of half-maximal effect; % is set by controls: 0 for no effect and ±100 for the full control effect; nearly all actives have a fitted effect of over 55% in size
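5-Fluorouridine DNA damage + compound/DMSO, 2,000 cells/well, 16 h, 37 °C/5% CO2. ONE-Glo, 30 min RT, luminescence. Readout = decrease in reporter signal.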
TCR act – Activators of T cell receptors: qHTS campaign; primary human leukocytes, anti-CD3, IL-2 HTRF, 48 h; Potency, µM (titrated, usually from 9.22 µM), for the others: at the top dose activation of IL-2 secretion, hits mostly activators; 330,000 tested, under 10 active; note: % of control where 0% means no effect
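Activity was scored as IL-2 release from primary human leukocytes given only a TCR signal (a-CD3 beads) plus compound for 48 hr. Detection used a two-antibody HTRF format read at 665nm.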
KCNH2 WT inh – qHTS for Inhibitors of KCHN2 3.1: Wildtype qHTS; Voltage-gated inwardly rectifying potassium channel KCNH2 (Homo sapiens), Q12809; U2OS, BacMam KCNH2, thallium flux FluxOr; hits give low values; 340,000 compounds, 0.37% hits; activity change, % at 1.84 µM; AID 720551, 2013;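 active = maximum activity change below -70%; inconclusive = maximum activity change between -70% and -50%; inactive = maximum activity change above -50%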; note: % is set by controls: 0 for no effect and ±100 for the full control effect
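U2OS cells transduced with wild-type KCNH2 virus are loaded with FluxOr dye for 45 min, and thallium flux is measured in kinetic reads before and after stimulation buffer. Rate constants are normalized to DMSO controls.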
KCNH2 3.1 block – qHTS for Inhibitors of KCHN2 3.1: Mutant qHTS. activity change, % (tested at about 1.8 µM). Potassium voltage-gated channel subfamily H member 2, brain isoform KCNH2 3.1 (human). 340,000 compounds, 0.95% hits. U2OS KCNH2 3.1, thallium flux FluxOr; hits give low values;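 active = maximum activity change below -70%; inconclusive = maximum activity change from -70% to -50%; inactive = maximum activity change above -50%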;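 note: thallium influx rate constant from kinetic fluorescence after stimulation buffer; % is set by controls: 0 for no effect and ±100 for the full control effect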
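Virally transduced U2OS (3.1 isoform, 4 h infection in dark at RT) → overnight 37 C → FluxOr + Red40 in HBSS/HEPES, 45 min → stimulation buffer, 2 min kinetic read → rate constant vs DMSO controls.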
AT treatment – qHTS Assay for Identifying a Potential Treatment of Ataxia-Telangiectasia | […] A-T fibroblasts, KAP-1 phosphorylation AlphaLISA; neocarzinostatin DNA damage 30 min before lysis | Potency, µM (highest dose often 57.5 µM), without a hit: at the highest dose activation, actives largely listed as activators | 320,000 compounds, 0.19% hits | AID 485349, 2010; note: potency is the fitted concentration of half-maximal effect; % of control where 0% means no effect; nearly all actives have a fitted effect of over 45% in size
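ATM-like activity read as KAP-1 phosphorylation via AlphaLISA donor/acceptor antibody pairs after lysis and 6 hr at 25C. Cells were ATM-null patient fibroblasts ([…], hTERT), dosed 60 min, then exposed to the DSB inducer NCS for 30 min.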
TRPV1 ag – HTS Assay for Compounds that Act as Agonists of the Vanilloid Receptor 1. Transient receptor potential cation channel subfamily V member 1 (Homo sapiens), Q8NER1. TRPV1-expressing cells, Fluo-8 calcium influx, agonist mode. activation, % at 8.33 µM. 320,000 compounds, 0.19% hits. AID 540275, 2011; in the data active = activation above about 80%; inconclusive = between about 30% and that limit; note: 0% is about no effect
Target sequence (Q8NER1 whole entry, looked up): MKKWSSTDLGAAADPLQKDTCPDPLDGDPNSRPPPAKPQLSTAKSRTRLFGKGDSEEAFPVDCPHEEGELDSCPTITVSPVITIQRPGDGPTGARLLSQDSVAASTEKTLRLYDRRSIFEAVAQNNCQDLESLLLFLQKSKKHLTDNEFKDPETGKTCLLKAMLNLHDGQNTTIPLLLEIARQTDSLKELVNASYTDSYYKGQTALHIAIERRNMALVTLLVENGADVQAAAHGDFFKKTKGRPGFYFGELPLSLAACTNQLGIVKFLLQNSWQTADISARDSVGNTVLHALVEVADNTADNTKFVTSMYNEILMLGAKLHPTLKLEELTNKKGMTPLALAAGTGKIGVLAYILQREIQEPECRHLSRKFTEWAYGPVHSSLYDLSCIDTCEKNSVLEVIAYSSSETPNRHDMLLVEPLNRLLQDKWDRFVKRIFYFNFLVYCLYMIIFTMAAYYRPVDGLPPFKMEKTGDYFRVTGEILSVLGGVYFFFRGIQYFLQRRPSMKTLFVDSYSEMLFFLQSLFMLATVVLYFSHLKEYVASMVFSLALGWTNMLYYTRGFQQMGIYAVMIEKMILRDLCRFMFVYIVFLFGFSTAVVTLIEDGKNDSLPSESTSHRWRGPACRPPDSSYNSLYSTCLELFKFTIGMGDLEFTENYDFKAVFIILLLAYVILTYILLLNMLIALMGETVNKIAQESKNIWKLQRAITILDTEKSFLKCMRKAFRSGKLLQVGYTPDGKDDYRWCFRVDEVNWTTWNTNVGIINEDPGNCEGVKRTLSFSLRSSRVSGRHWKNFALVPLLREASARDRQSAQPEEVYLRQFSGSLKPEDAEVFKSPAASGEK
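TRPV1-expressing cells were cultured overnight at 35.5C and loaded with Fluo-8 calcium dye for 40 to 90 min at room temperature. After a 10 s baseline, compound was added and calcium influx was read kinetically for 3 min (ex 480/em 520 nm).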
Eya2 phos inh – qHTS Assay for Inhibitors of the Phosphatase Activity of Eya2 | Protein phosphatase EYA2 (Homo sapiens), O00167 | recombinant Eya2, OMFP fluorescence dephosphorylation (OMFP is methylfluorescein phosphate) | Potency, µM (top dose mostly 76.9 µM), for inactives: at the top dose activity, negative = inhibition, hits mostly inhibitors | 330,000 compounds, 0.006% hits; note: potency is the fitted concentration of half-maximal effect; % is set by controls: 0 for no effect and ±100 for the full control effect
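Eya2 protein (added as 0.2 uM solution) was preincubated with compound for 10 min at ambient temperature in 50 mM HEPES pH 7.5, 50 mM NaCl, 5 uM MgCl2, 0.05% BSA, 1 mM DTT. OMFP (added at 50 uM) then reacted 10 min; fluorescence read at 485/525 nm.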
TSHR antagonist – Antagonists of the Thyroid Stimulating Hormone Receptor: HTS campaign; AID 504810, 2011; 330,000 compounds, 0.2% hits; TSHR-expressing cells, TSH-stimulated cAMP HTRF, 2 h; hits give low values; activity change, negative = inhibition, % at 11.5 µM; Thyrotropin receptor (Homo sapiens), P16473;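 active = activity change below a set negative limit, meaning inhibition stronger than a set level, cut at about -70% in these data; inconclusive = activity change between two set negative limits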; note: % is set by controls: 0 for no effect and ±100 for the full control effect
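Competitive HTRF cAMP read-out (cryptate anti-cAMP antibody, cAMP-d2; 30 min, room temperature) in freshly harvested TSHR cells. Compounds added before TSH at EC80 (4nM final), followed by 2 hours' incubation at 37 deg C.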
The depositor's hits bear a star; ? = inconclusive; . = no result given; [ ] = dose if it differs, or a comment. Unless noted, calls come from the whole dose curve; as a rule, active = well fitted curve in the direction sought with a large enough effect; inconclusive = small, poorly fitted or top-dose-only effect, or another doubt; inactive = no such curve, though single readings can be large; an effect the other way counts as inactive or inconclusive.

SMILES	Mito fusion act	USP2a block	ELG1 DNA repair	TCR act	KCNH2 WT inh	KCNH2 3.1 block	AT treatment	TRPV1 ag	Eya2 phos inh	TSHR antagonist
CCCCCc1ccc(-c2cn(CN3C(=O)c4ccccc4C3=O)nn2)cc1	-0.2%	0.9%	-7.9%	1.2%	-14.4	-25.1	16.0%	0.8	1.6%	5.1
COc1ccc(N2CCN(C(=O)c3ccccc3NS(=O)(=O)c3ccc(C)cc3)CC2)cc1	11.9%	3.6%	8.8%	8.9%	14.5	12.2	-3.7%	-4.5	-6.6%	-18.2
O=C(NC1(C(F)(F)F)Oc2ccccc2O1)N1CCCC1	-0.2%	3.9%	-12.0%	3.8%	-11.0	-2.3	-10.3%	2.4	-1.8%	6.6
COc1ccccc1N(CC(=O)Nc1ccccc1C)S(C)(=O)=O	1.5%	-0.3%	-0.2%	0.8%[46.1 µM]	-7.6	8.6	4.1%	2.0	-9.5%	-7.8
O=c1[nH]c(C2CCCN(S(=O)(=O)c3ccccc3)C2)nc2c1nnn2Cc1ccccc1F (stereo not drawn)	-0.8%	-2.2%	?	5.6%[46.1 µM]	15.8	1.7	0.8%	1.8	-7.4%	-3.0
Cc1cc(C(=O)O)ccc1[N+](=O)[O-]	-9.4%	0.2%	5.2%	1.1%	4.2	12.1	4.6%	0.8	17.3%	-16.5
Cc1ccc(C(=O)NNC(=O)c2ccncc2)cc1C	4.7%	-0.4%	10.4%	4.5%	3.0	2.4	1.3%	2.7	12.7%	11.6
CC(C)(C)n1ncc2c(=O)n(CC(=O)N3CCCCC3)cnc21	2.0%	13.9%	14.7%	-3.6%	-2.5	19.2	5.2%	-3.0	9.2%	2.3
CNC(=O)c1ccc(-c2ccc(OC)cc2)s1	11.7%	-0.5%	?	5.9%	2.0	-11.2	5.7%	14.2	16.6%	4.4
CCCSc1nc(O)c(C2OC(=O)c3c2ccc(OC)c3OC)c(=O)n1C (stereo not drawn)	2.2%	1.7%	1.4%	.	-7.2	-3.8	.	-0.1	3.0%	28.7
Cc1ccccc1-c1cc(C(=O)NCc2cccs2)n(CC2CC(c3cccnc3)=NO2)n1 (stereo not drawn)	-1.0%	-1.9%	?	-3.3%	-6.4	2.3	-8.0%	5.0	-13.4%	9.2
CCn1cc(/C=C(\NC(=O)c2ccccc2Cl)C(=O)NCCN2CCOCC2)c2ccccc21	-4.8%	0.8%	-2.5%	11.0%	3.6	8.7	2.9%	3.2	-21.0%	-7.8
CCC(C)(C)NC(=O)C(c1ccc(OC)cc1)N(Cc1ccccc1)C(=O)CCC(=O)Nc1cc(C)on1 (stereo not drawn)	-0.7%	3.4%	-10.9%	5.8%	0.6	18.5	-1.2%	5.8	-17.2%	10.0
CCC(CO)NC1=CC(=O)CCC1 (stereo not drawn)	-11.5%	0.5%	-7.2%	0.2%	-31.3	.	6.4%	-0.4	7.9%	3.4
COc1ccccc1N(Cc1cc(=O)[nH]c2ccccc12)C(=O)c1cccc([N+](=O)[O-])c1	4.9%	0.6%	-8.7%	-2.2%	9.1	-31.1	-8.9%	9.0	11.9%	-4.5
O=C(Nc1cc(S(=O)(=O)N2CCOCC2)ccc1O)c1ccco1	0.3%	0.7%	-6.7%	-0.8%	-6.6	2.7	-9.1%	-0.2	12.6%	21.0
CC(C)(C)NC(=O)NC(=O)COC(=O)c1cc(=O)[nH]c2ccccc12	-0.8%	-8.8%	9.0%	-5.7%	-0.6	22.0	3.2%	-3.7	-3.6%	16.5
COc1ccc(C(CC(=O)N2CCOCC2)C(C)C)cc1 (stereo not drawn)	1.2%	-0.4%	-3.9%	-5.1%	3.1	-0.6	3.5%	-6.0	-6.3%	5.6
COc1cc(S(=O)(=O)N(Cc2cccc(OC)c2OC)CC2CCCO2)ccc1-n1cnnn1 (stereo not drawn)	-1.3%	-1.9%	-5.0%	-1.1%	11.1	14.6	32.6%	-0.3	9.2%	2.5
O=C(NCCc1ccccc1)C(=O)c1c[nH]c2ccccc12	-3.0%	4.0%	?	-2.6%	9.7	-4.6	12.2%	2.5	-4.6%	39.8

Reprinted from the part before: five compounds, followed by the next part.
SMILES	Mito fusion act	USP2a block	ELG1 DNA repair	TCR act	KCNH2 WT inh	KCNH2 3.1 block	AT treatment	TRPV1 ag	Eya2 phos inh	TSHR antagonist
O=C(Nc1cc(S(=O)(=O)N2CCOCC2)ccc1O)c1ccco1	0.3%	0.7%	-6.7%	-0.8%	-6.6	2.7	-9.1%	-0.2	12.6%	21.0
CC(C)(C)NC(=O)NC(=O)COC(=O)c1cc(=O)[nH]c2ccccc12	-0.8%	-8.8%	9.0%	-5.7%	-0.6	22.0	3.2%	-3.7	-3.6%	16.5
COc1ccc(C(CC(=O)N2CCOCC2)C(C)C)cc1 (stereo not drawn)	1.2%	-0.4%	-3.9%	-5.1%	3.1	-0.6	3.5%	-6.0	-6.3%	5.6
COc1cc(S(=O)(=O)N(Cc2cccc(OC)c2OC)CC2CCCO2)ccc1-n1cnnn1 (stereo not drawn)	-1.3%	-1.9%	-5.0%	-1.1%	11.1	14.6	32.6%	-0.3	9.2%	2.5
O=C(NCCc1ccccc1)C(=O)c1c[nH]c2ccccc12	-3.0%	4.0%	?	-2.6%	9.7	-4.6	12.2%	2.5	-4.6%	39.8
CN(C(=O)COc1ccc([N+](=O)[O-])cc1)C1CCS(=O)(=O)C1 (stereo not drawn)	4.7%	2.9%	-4.2%	4.4%	0.9	3.7	-0.3%	-3.1	15.5%	1.6
O=C(Nc1ccccc1F)C1CCCN(S(=O)(=O)c2cccc3cccnc23)C1 (stereo not drawn)	3.4%	0.2%	?	0.6%	-13.0	7.5	-4.0%	.	-3.9%	-10.9
Cc1nc(SCC(=O)N(C)Cc2ccco2)c2c(C)c(C)sc2n1	13.7%	1.4%	?	.	4.5	1.1	5.4%	20.1	11.7%	-21.8
O=C(COc1ccc(Cl)cc1)Nc1ccc2c(c1)C(=O)NC2=O	0.6%	-4.2%	10.4%	6.3%	1.4	0.7	-6.2%	?	2.9%	11.2
O=C(CCS(=O)(=O)c1ccccc1)Nc1ccc2c(c1)C(=O)NC2=O	2.0%	-12.9%	13.5%	.	-20.1	-8.7	4.3%	2.4	-7.7%	4.4
CC(C)(C)C(=O)NCCn1ccc2ccccc21	0.5%	-1.2%	12.5%	1.8%	1.0	-3.6	-2.1%	18.1	9.1%	4.3
CN1CCc2nc(SC(C(=O)O)c3ccccc3)c(C#N)c(-c3cccs3)c2C1 (stereo not drawn)	1.3%	0.5%	-7.4%	6.0%	7.9	-17.9	4.7%	1.4	10.8%	-8.9
Cc1ccc(NC(=O)C2CCCN2C(=O)NC2CCCCC2)cc1C (stereo not drawn)	0.4%	4.5%	6.4%	-8.0%	-4.6	-0.3	-2.9%	-0.6	10.7%	4.2
CCOc1cc(/C=C2/COc3ccccc3C2=O)ccc1OCC(=O)N(C)C	-1.1%	6.8%	?	-5.4%	4.7	2.3	?	4.3	20.4%	-1.6
CC1CCCCC12NC(=O)N(CC(=O)OCc1cccc(F)c1)C2=O (stereo not drawn)	3.5%	2.1%	-1.0%	-1.7%	-14.5	-25.5	5.1%	2.2	-6.0%	12.9
COc1ccnc(CN(C)C(=O)C2CCC(=O)N(CCN(C)C)C2)c1 (stereo not drawn)	-11.3%	-0.7%	0.3%	2.6%	-2.4	-4.0	2.8%	-0.2	-7.2%	-6.0
CCC(=O)c1ccc(N2CCN(S(=O)(=O)c3ccccc3)CC2)c(F)c1	3.6%	-0.1%	12.9%	-6.6%	1.5	-6.8	-1.2%	-2.2	-15.4%	-8.3
CCn1c(/C=C/Nc2ccccc2)[n+](CC)c2ccc(Cl)cc21	0.2%	7.1%	?	-2.0%	22.7	-14.4	-8.3%	1.7	13.1%	-4.0

Assay outcomes (PubChem BioAssay)

Some of the compounds tested; the hit share may differ from the screen's.
